Lipid storage S3: qHTS Assay for Lipid Storage Modulators in Drosophila S3 Cells | Drosophila S3 cells, BODIPY lipid droplet fluorescence, 18-24 h; cells fed with added oleic acid | Potency in µM for hits, for the others lipid storage change, negative = inhibition, % at the top dose, mostly 46.1 µM | 320,000 compounds, 0.64% hits | AID 2685; active means well fitted inhibition curve with a large enough effect in the signal ratio, with a control signal flat, not every such curve was filed as active; inconclusive means small, poorly fitted or top-dose-only effect, or effect the other way, or a change in a side signal; the % refers to the signal ratio
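Laser-scanning cytometry quantifies lipid droplet accumulation (500–530 nm total intensity; droplet/cell object ratio) in oleic acid-fed (400 uM added) Drosophila S3 cells treated with a concentration series. 20 uM Triacsin C defined 100% inhibition.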
Lipid storage S3 cell count max: recorded beside Lipid storage S3, whose call it bears; cell number change, %; measured here: cell count max response;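 cells counted by Cell Tracker Red CMTPX staining in the red channel; peak over a dose series mostly up to 46.1 µM; percent activity relative to internal control wells on each plate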
* = called active by the depositor; i = inactive; ? = inconclusive; · = no result given; [ ] = another dose, or the depositor's remark. On the % scale 0 is the no-effect control and ±100 the full control effect; potency means the concentration at half of the fitted maximal effect. Not all compounds are listed (hit frequency here may not be typical).

Lipid storage S3 cell count max,Lipid storage S3,mol
·,5%,O=C(O)c1cccc(N/N=C/c2cccs2)c1
18,-23%,Cc1cc(C)nc(NS(=O)(=O)c2ccc(NS(=O)(=O)c3ccc(C#N)cc3)cc2)n1
·,?,CN(Cc1ccccc1Cl)C(=O)C1CCC(=O)N(CCc2cccc(F)c2)C1 (centres undefined)
·,?,COc1ccc(S(=O)(=O)Nc2cc(C)on2)cc1
24,10%,Cc1ccc(OCC(=O)N2CCN(C(=O)Cc3ccccc3)CC2)cc1
·,?,COc1ccc(-c2cc(C(=O)NCc3ccco3)c3ccccc3n2)cc1
6,-7%,CCN(CC)CCN(C(=O)c1ccc(C(C)=O)cc1)c1nc2ccc(Cl)cc2s1
13,-17%,CC1CCN(S(=O)(=O)c2ccc(S(=O)(=O)NCc3cccnc3)cc2)CC1
·,?,Cc1ccc(/C=C2\SC(=S)N(CCC(=O)NNC(=O)c3ccc(O)cc3)C2=O)cc1
-9,0%,O=C(CN1C(=O)/C(=C\c2ccc(F)cc2)Oc2ccccc21)NCc1ccco1
·,?,CN(CC(=O)Nc1sc2c(c1C#N)CCCCC2)Cc1nc2ccccc2c(=O)[nH]1
·,?,CCN(CC(=O)Nc1cccc(OC)c1)C(=O)c1ccncc1
24,16%,Cc1cccc(C2c3[nH]c4ccccc4c3CCN2Cc2ccc(C)s2)n1 (centres undefined)
1,6%,Cc1ccc(CNS(=O)(=O)c2ccc(C(F)(F)F)cc2)n1C
-11,0%,CCCc1nc2ccccc2n1C(=S)SC
·,?,CCN(CC)C(=O)Cn1cc(C(=O)C(=O)N(CC)C2CCCCC2)c2ccccc21
·,?,CC(C)(C)c1ccc(C(=O)NCC(=O)N2CCNC(=O)C2)cc1
·,?,Cn1c(=O)c(C(=O)NC2CCCCCC2)c(O)c2ccccc21
·,?,Cn1c(=O)cc(SCC(=O)N2CCCC2)c2cc(Cl)ccc21
·,?,COc1ccc(CN2C(=O)c3cccnc3C2=O)cc1S(=O)(=O)NCc1ccccc1
-12,-11%,CCOC(=O)/C(C#N)=C/c1ccc(OC(=O)c2ccco2)c(OCC)c1
9,5%,Cn1cc(Cl)c(C(=O)N2CCN(c3ncccn3)CC2)n1
10,-1%,CCc1ccc(C2C(C#N)=C(N)N(N3CCOCC3)C3=C2C(=O)CC(C)(C)C3)s1 (centres undefined)
17,2%,O=S(=O)(c1ccc(F)cc1)n1ccc(-c2cccc(OCc3c(F)cccc3Cl)c2)n1
·,?,O=C(CSc1ccccc1[N+](=O)[O-])NC1CCS(=O)(=O)C1 (centres undefined)
·,?,CC1(C)C(C=C(Cl)Cl)C1C(=O)N/N=C/c1ccccc1F (centres undefined)
·,i,COc1cc(C(=O)OCC(=O)NCCCc2ccccc2)ccc1OCC(C)C
3,5%,COc1ccc(CC(=O)c2ccccc2C(=O)O)cc1
21,8%,COc1ccc(-c2ncncc2-c2ccccc2)c(O)c1
12,1%,CCC(C)N(C)C1CCN(C(=S)Nc2ccc(OC)cc2)CC1 (centres undefined)

Given as a markdown table: entries from further up.
| smiles | Lipid storage S3 cell count max | Lipid storage S3 |
| --- | --- | --- |
| O=C(O)c1cccc(N/N=C/c2cccs2)c1 | · | 5% |
| Cc1cc(C)nc(NS(=O)(=O)c2ccc(NS(=O)(=O)c3ccc(C#N)cc3)cc2)n1 | 18 | -23% |
| CN(Cc1ccccc1Cl)C(=O)C1CCC(=O)N(CCc2cccc(F)c2)C1 (centres undefined) | · | ? |
| COc1ccc(S(=O)(=O)Nc2cc(C)on2)cc1 | · | ? |
| Cc1ccc(OCC(=O)N2CCN(C(=O)Cc3ccccc3)CC2)cc1 | 24 | 10% |
| COc1ccc(-c2cc(C(=O)NCc3ccco3)c3ccccc3n2)cc1 | · | ? |

Arranged by value in Lipid storage S3 (lowest first): three from the list above.
SMILES,Lipid storage S3
CCN(CC)CCN(C(=O)c1ccc(C(C)=O)cc1)c1nc2ccc(Cl)cc2s1,-7%
CCc1ccc(C2C(C#N)=C(N)N(N3CCOCC3)C3=C2C(=O)CC(C)(C)C3)s1 (centres undefined),-1%
Cn1cc(Cl)c(C(=O)N2CCN(c3ncccn3)CC2)n1,5%

Next part:
Lipid storage S3 cell count max,Lipid storage S3,mol
·,?,CCN(CC)CCCNC(=O)c1cc(-c2ccccc2)c(N2CCCCC2)s1
·,?,CCOc1cccc(C(=O)N(Cc2cccc(F)c2)C2CCS(=O)(=O)C2)c1 (centres undefined)
·,?,COc1cccc(N(C(=O)CNC(=O)c2ccco2)C(C(=O)NC2CCCCC2)c2ccncc2)c1 (centres undefined)
6,1%,O=C(N/N=C/c1cn(-c2ccccc2)nc1-c1ccc2c(c1)OCCO2)c1ccncc1
5,-8%,CCOc1ccccc1NC(=O)Nc1cccc(NC(C)=O)c1
·,?,[O-][n+]1c2cc(C(F)(F)F)ccc2c2n1CCN=C2c1ccc(Cl)cc1
-6,-9%,Cc1nc(C)c(C(=O)N/N=C/c2cc(Br)ccc2O)s1
25,1%,CCN1C(=O)C2(SC(NC(C)=O)=NN2C(C)=O)c2cc(C)ccc21 (centres undefined)
13,9%,COc1ccc(NC(=O)O/N=C/c2c(C)nn(C(C)(C)C)c2C)cc1
·,?,O=C(Cc1ccccc1)NNC(=O)Nc1cccc(Cl)c1
·,i,CCOC(=O)c1c(NC(=O)CN2CCN(C)CC2)sc(C(=O)Nc2ccccc2)c1C
4,0%,O=C(Nc1ccc(Oc2ccsc2C(=O)O)cc1)c1ccccc1
-2,8%,COc1ccc(CCN=C2SCC(=O)N2Cc2ccccc2)cc1OC
11,24%,CCOC(=O)c1cc2c(C)[nH]c(C)c2cc(C(=O)OCC)c1=O
11,i,Cc1cc(C)cc(N(C(=O)CNC(=O)c2ccco2)C(C(=O)NC2CCCCC2)c2cccnc2)c1 (centres undefined)
·,?,Cc1nn(Cc2ccccc2Cl)c2sc(C(=O)NCc3ccc4c(c3)OCO4)cc12
·,?,O=C(NNC(=O)c1cccs1)c1cccnc1
·,?,Cn1c2c(c(=O)n(C)c1=O)C(c1ccc(Br)cc1)Nc1ccccc1O2 (centres undefined)
·,?,CC(=O)Nc1ccc(SCc2c(C)noc2C)cc1
6,i,CC(=O)c1ccc(S(=O)(=O)NCc2ccc(C(=O)NCC(c3ccccc3)N(C)C)cc2)cc1 (centres undefined)
-2,i,COc1ccc(NC(=O)CNC(=O)Cc2ccccc2)cc1OC
1,-3%,CCCNS(=O)(=O)c1ccc(OCC(=O)N2CCOCC2)cc1
-27,-8%,CN(CC(=O)Nc1ccc(Cl)cc1)C(=O)c1cccc(S(=O)(=O)N2CCN(Cc3ccccc3)CC2)c1
·,?,Cn1nc(CC(=O)Nc2ccc(N3CCN(C(=O)OC(C)(C)C)CC3)cc2)c2ccccc2c1=O
15,-9%,CSc1nc(C)cc(Oc2ccc(=O)[nH]n2)n1
·,?,O=C(NCc1nc(-c2ccccc2)cs1)c1ccccc1
·,?,COc1ccc(NCc2nnc(SCC(=O)NNC(=O)c3ccc(C)cc3)n2C)cc1
·,15%,Cc1cnc(C(=O)NNC(=O)c2ccc(Br)cc2)cn1
·,?,CN(C)S(=O)(=O)c1cccc(NC(=O)COC(=O)c2cc(-c3cccc(Br)c3)nc3ccccc23)c1
·,?,Cc1noc(C)c1C(=O)N1CCN(CCc2ccccc2)CC1
·,?,Cc1cccc(CN2CCC(C(=O)Nc3ccc(-n4nc(C)cc4C)cc3)CC2)n1
4,19%,O=C1CC(c2ccccc2)CC(O)=C1C=NCCN1CCN(C(=O)Nc2ccccc2)CC1 (centres undefined)
4,1%,COC(=O)Nc1ncc(CN2CCC(c3ccccc3)CC2)s1
·,?,CN(C)C(=O)Cn1cnc2c(cnn2-c2ccccc2Cl)c1=O
0,-1%,CC(=O)NCCOc1nc(N(C)C)nc(N2CCCCC2)n1
16,-13%,CC(C)(C)C(=O)Nc1sc2c(c1C#N)CCN(Cc1ccccc1)C2
·,?,Nc1nc(C23CC4CCC(CC(C4)C2)C3)cs1
6,10%,COc1ccc(C)cc1NC(=O)NCc1ccc(F)cc1
·,?,COC(=O)c1cccc(NC(=O)c2cccc(OC)c2)c1
1,0%,Cc1ccsc1/C=N\NC(=O)c1ccc2c(c1)OCO2
·,?,O=C1C=C(c2ccc(O)cc2)C[C@@H](c2ccc3c(c2)OCO3)C1
·,?,Cc1nn(Cc2c(Cl)cccc2Cl)c(C)c1NC(=O)c1cc(C(C)C)on1
·,?,NC(=O)C1CCN(C(=O)C2CCC(=O)N(C3CCCCCC3)C2)CC1 (centres undefined)
2,20%,C/C(=N\NC(=O)c1sccc1C)c1ccncc1
20,10%,N#Cc1ccc(/C=N/NC(=O)c2cccc(S(=O)(=O)N3CCOCC3)c2)cc1
13,1%,CCCCN(C(=O)CSc1nncn1-c1ccccc1)c1c(N)n(Cc2ccccc2)c(=O)[nH]c1=O
3,-3%,CC1(C)CC(=O)C(CC(=O)NC2CCCc3ccccc32)C(=O)C1 (centres undefined)
·,?,Cc1ccc(C2=NOC(C)(c3nnc(-c4ccc(F)cc4)o3)C2)cc1 (centres undefined)
-17,-6%,CCN1C(=O)C(CC(=O)Nc2ccccc2)S/C1=N\c1ccccn1 (centres undefined)
-22,12%,O=C(CSc1nnc(-c2ccc(S(=O)(=O)N3CCCC3)cc2)o1)NCc1ccco1
·,?,O=C(COc1ccc(Br)cc1)N(Cc1ccco1)C1CCS(=O)(=O)C1 (centres undefined)
·,?,CC(=O)n1cc(N(C(=O)CCl)c2ccc([N+](=O)[O-])cc2)c2ccccc21
-17,-17%,Cn1cnnc1SCc1ccc(C(=O)O)cc1
·,?,Cc1cc(S(=O)(=O)Nc2ccc(N(C)C)cc2)c(C)s1
·,?,Cc1cc(C)cc(NC(=O)c2snc3c(=O)[nH]cnc23)c1
-3,-15%,COCCCNC(=O)Cc1c(C)c2cc3c(cc2oc1=O)OC(C)(C)CC3
29,-6%,N#Cc1cc(-c2ccc(Cl)cc2)cnc1Sc1ccc(F)cc1
24,-17%,N#C/C(=C\c1cn(Cc2ccccc2C#N)c2ccccc12)C(=O)NCc1cccs1
·,?,COc1ccc(-n2c(COc3ccccc3)n[nH]c2=S)cc1
2,i[0.0737 µM],Cc1ccccc1NS(=O)(=O)c1ccc(C(=O)NCCCN2CCCC2=O)cc1

Whole records, looked up by structure. Screens in order: Lipid storage S3 cell count max | Lipid storage S3
O=C1C=C(c2ccc(O)cc2)C[C@@H](c2ccc3c(c2)OCO3)C1 reads · | ?
C/C(=N\NC(=O)c1sccc1C)c1ccncc1 reads 2 | 20%
Cn1cnnc1SCc1ccc(C(=O)O)cc1 reads -17 | -17%
CC(=O)NCCOc1nc(N(C)C)nc(N2CCCCC2)n1 reads 0 | -1%
COc1ccc(C)cc1NC(=O)NCc1ccc(F)cc1 reads 6 | 10%

Continuation.
Lipid storage S3 cell count max,Lipid storage S3,mol
12,0%,COc1ccc(OC)c(C2(O)CSC(=Nc3cccnc3)N2Cc2ccco2)c1 (centres undefined)
10,-4%,CC(=O)Nc1ccc(S(=O)(=O)N(C)Cc2ccccc2)cc1
·,?,Cc1cc(-c2ccccc2)nc(N(C)N)c1S(C)(=O)=O
2,i,COC(=O)c1cc(S(=O)(=O)NCC2CCN(Cc3cccc(Cl)c3)CC2)c[nH]1
-3,-15%,Cc1ccc(/C=N/NC(=O)c2cccc3ccccc23)o1
·,?,Cc1cc(C(=O)N2CCN(Cc3ccc4c(c3)OCO4)CC2)cs1
9,-1%,CC(=O)Nc1ccc2nc(NC(=O)COc3cccc(C)c3)sc2c1
2,-4%,COc1ccc(C2(C(=O)Nc3c(C)n(C)n(-c4ccccc4)c3=O)CCCC2)cc1OC
·,?,O=S(=O)(c1ccc2c(c1)CCN2)N1CCOCC1
·,-13%,Cc1cccc(C(=O)N/C(=C\c2ccco2)C(=O)N2CCCCCC2)c1
·,?,COc1ccc(-c2csc(NC(C)=O)n2)cc1OC
8,-1%,COc1ccc(/C=N/NC(=O)CCCCCNC(=O)c2ccccc2)cc1
·,?,Cc1nnc(SCC(=O)Nc2ccc3c4c(cccc24)CC3)n1C
2,16%,O=C1CCc2cc(S(=O)(=O)N3CCN(C(=O)c4ccco4)CC3)ccc2N1
14,15%,Cc1cc(C)c2c(n1)sc1c(N3CCN(CCO)CC3)ncnc12
·,?,CC(OC(=O)c1ccc2c(=O)n3c(nc2c1)CCCCC3)C(=O)Nc1ncc(Cl)cc1Cl (centres undefined)
·,?,COc1ccc(NC(=O)C(=O)Nc2cccc3cccnc23)c(OC)c1
27,4%,O=C(O)/C=C/c1ccc(OCCCF)cc1
·,?,CC(NC(=O)COc1ccc(Oc2ccccc2)cc1)C(=O)O (centres undefined)
6,-17%,C/C(=N\O)C(C)(C)Nc1ccccc1F
·,?,c1ccc(SCc2nc(-c3ccncc3)no2)cc1
·,?,COCCOC(=O)c1[nH]c2c(c1C)C(=O)C(C(=O)OC)C(C)C2 (centres undefined)
·,?,COc1ccc(CCNC(=O)Cc2ccccc2)cc1OC
·,?,CC(C)CCNC(=O)C1CCCN(S(=O)(=O)c2ccc(-n3cnnn3)cc2)C1 (centres undefined)
-11,-7%,CCO[C@H]1OC(C(=O)NCc2ccccc2)=C[C@@H](c2cn(C(C)=O)c3ccccc23)[C@@H]1CCCO
·,?,O=[N+]([O-])c1ccc(Nc2ccc(F)cc2)cc1
·,?,COc1ccccc1NC(=O)N1CCC(C(=O)c2ccc(F)cc2)CC1
-5,19%,Cc1ccc(S(=O)(=O)N2[C@@H](c3cccc(Cl)c3)C(C(=O)O)=CC[C@H]2c2cccc(Cl)c2)cc1
14,0%,Cc1ccc(C)n1-c1sc2c(c1C(=O)O)CCCC2
